# Bioassay records from PubChem.
# ELG1 genotox = qHTS screen for small molecules that induce genotoxicity in human embryonic kidney (HEK293T) cells expressing luciferase-tagged ELG1; HEK293T ELG1-luciferase reporter, luminescence, 16 h; Potency, µM (doses to about 46 µM), without a hit: at the highest dose activity change, positive = activation, hits mostly activators; actives 1.3% (n = 330,000); AID 504466, 2011; further: % of control where 0% means no effect; nearly all actives have a fitted effect of over 60% in size
#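 Cells (2,000/well) expressing the ELG1-luciferase fusion are dosed by pin tool and kept 16 hr at 37 °C, 5% CO2. Signal comes from ONE-Glo luciferase reagent after 30 min at room temperature.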
# BRCA1 expr up = qHTS Assay to Identify Small Molecule Activators of BRCA1 Expression; Potency, µM (top dose mostly 46.1 µM), inactives show at the top dose activation, usual class: activators; MCF7-BRCA1-FFLuc reporter, luminescence, 48 h; response scale: scaled: vehicle 0%, 10 µM genistein 100%; AID 624202, 2012; actives 1.1% (n = 380,000); further: nearly all actives have a fitted effect of over 80% in size; some results filed as inactive show a strong effect at the top dose
#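 48 h compound treatment of MCF7-BRCA1-FFLuc cells (phenol-red free MEM, 37 °C), then 15 min with luciferase substrate and luminescence imaging.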
# uPA generation = qHTS for Inhibitors of Cell Surface uPA Generation. cell surface uPA generation assay, qHTS. Potency, µM (highest dose often 38.3 µM), without a hit: top-dose activity change, negative = inhibition, most hits filed as inhibitors. actives 0.31% (n = 330,000). AID 540303, 2011; active means well fitted inhibition curve with a large enough effect; inconclusive means small, poorly fitted or top-dose-only effect; inactive means no such curve, though single readings can be large or run the other way; tested in mouse RAW 264.7 cells; further: on the % scale 0 is the no-effect control and ±100 the full control effect; nearly all actives have a fitted effect of over 55% in size
# p53 reactivation = qHTS assay for re-activators of p53 using a Luc reporter | H1299 p53-A138V BP100-luciferase reporter, luminescence, 24 h | Potency, µM (doses to about 92.2 µM), for inactives: at the top dose activity change, positive = activation, actives largely listed as activators | actives 0.063% (n = 320,000) | AID 504706, 2011; further: % of control where 0% means no effect; nearly all actives have a fitted effect of over 45% in size
#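 H1299 (p53-null), stable ts p53-A138V + BP100-Luc; 1000 cells/well, Opti-MEM/10% FBS; cpd 4 pt, 1:5; 24 h, 37 deg C, 5% CO2; detection reagent 10 min RT; luminescence.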
# Starred values were filed as active, the others as inactive; u = inconclusive. Unless noted, the call rests on the fitted dose curve; in most records, active means well fitted activation curve with a large enough effect; inconclusive means small, poorly fitted or top-dose-only effect; inactive means no such curve, though single readings can be large or run the other way. Potency means the concentration at half of the fitted maximal effect.
Molecule,ELG1 genotox,BRCA1 expr up,uPA generation,p53 reactivation
O=C1CCCC/C=C\C[C@H](CC(=O)N(CCO)Cc2ccccc2)C(=O)N2CCC[C@@H]2CO1,5%,-6%,-4%,7%
Cc1ccccc1C(=O)NCC(=O)N1CCN(c2ccccn2)CC1,3%,-2%,2%,15%
COc1ccccc1C(=O)COC(=O)Cc1ccccc1F,9%,-5%,5%,12%
O=C(O)Cc1ccc(S(=O)(=O)N2CCCC2)s1,2%,-7%,3%,-3%
COc1ccc(CN(C)C(=O)c2ccc(NS(=O)(=O)c3ccc4[nH]c(=O)[nH]c4c3)cc2)c(OC)c1OC,-1%,-1%,10%,0%
C=CC[C@H](CC(=O)N[C@H](CO)Cc1ccccc1)C(=O)N[C@@H](COC(=O)[C@H](CC=C)CC(=O)OC(C)(C)C)Cc1c[nH]c2ccccc12,-5%,-38%,u,5%
CC1(C)C[C@H]2C3=CCC4[C@@]5(C)CC[C@H](O)[C@](C)(CO)C5CC[C@@]4(C)[C@]3(C)CC[C@@]2(C)[C@H](O)[C@@H]1O (some centres not stated),-4%,1%,2%,-3%
O=C(C[C@@H]1C/C=C\CCC(=O)O[C@H](c2ccccc2)CNC1=O)N[C@H](CO)Cc1ccccc1,3%,-2%,3%,2%
COCC(=O)N[C@@H]1c2cc(OC)c(OC)cc2C[C@H]1OCc1ccccc1,-4%,-1%,10%,16%
C[C@@H]1CN([C@@H](C)CO)C(=O)c2cccc(NC(=O)c3nc4ccccc4s3)c2O[C@@H]1CN(C)CC1CC1,5%,0%,u,5%
COc1ccc(S(=O)(=O)N(C)C)cc1NC(=O)COC(=O)C1CC1,3%,-2%,u,-1%
O=C(OCC(=O)C12CC3CC(CC(C3)C1)C2)c1ccc(O)cc1,8%,44%,-12%,18%
CCCCC1(C)NC(=O)N(CC(=O)Nc2ccc(Cl)cc2C)C1=O (configuration not stated),4%,-11%,4%,-11%
O=C(Cc1c(F)cccc1Cl)NNC(=O)c1ccc(Br)s1,2%,3%,6%,-2%
COc1ccccc1OCCC(=O)OCC(=O)NCc1ccc(F)cc1,0%,3%,-12%,-6%
CCOc1ccc(Br)cc1S(=O)(=O)Nc1cccc(S(=O)(=O)Nc2ccccc2C(=O)O)c1,2%,-20%,u,1%
CN1CCN(C(=O)c2ccc(-c3ccc(Br)cc3)o2)CC1,u,40%,-3%,12%
COc1ccc(S(=O)(=O)N(C)C[C@H]2Oc3c(NC(=O)Nc4c(C)noc4C)cccc3C(=O)N([C@H](C)CO)C[C@@H]2C)cc1,-2%,44%,13%,-4%
COc1cc(OC)cc(C(=O)NC(C(=O)N2CCC2)C(C)C)c1 (configuration not stated),0%,7%,-2%,-2%
CC(=O)c1cccc(NC(=O)C(C)OC(=O)CCc2nc3ccccc3c(=O)[nH]2)c1 (configuration not stated),1%,-1%,-1%,4%

# Next section.
Molecule,ELG1 genotox,BRCA1 expr up,uPA generation,p53 reactivation
O=C(O)c1cc(S(=O)(=O)N2CCN(S(=O)(=O)c3ccc4ccccc4c3)CC2)ccc1Br,0%,3%,1%,2%
COc1cc(C=NNc2ccc(S(=O)(=O)Nc3ccccc3C(=O)O)cc2[N+](=O)[O-])ccc1O,0%,-9%,1%,-4%
Cc1c(NC(=O)CN(C)CC(=O)Nc2ccc(F)c(F)c2F)c(=O)n(-c2ccccc2)n1C,0%,-21%,4%,-9%
CCN(C[C@H]1N[C@@](C)(C(=O)OC)[C@H]2C(=O)N(Cc3ccccc3)C(=O)[C@@H]12)S(=O)(=O)c1ccccc1,-1%,-1%,-3%,3%
COc1ccccc1C(=O)NC(=O)COC(=O)CNC(=O)c1ccccc1F,1%,-8%,2%,3%
C[C@@H]1CN([C@@H](C)CO)C(=O)c2cccc(NC(=O)c3ccncc3)c2O[C@@H]1CN(C)Cc1ccc(-c2ccccc2)cc1,-1%,-22%,1%,-1%
CC(C)Oc1cc2ccccc2cc1CNC[C@H]1O[C@@H](n2cnc3c(N)ncnc32)[C@H](O)[C@@H]1O,2%,-30%,-8%,-4%
CC(C)(C)CC(=O)Nc1ccc(S(=O)(=O)NC2=NCCCCC2)cc1,2%,0%,2%,-3%
O=C(COC(=O)Cc1c[nH]c2ccccc12)Nc1ccccc1C(F)(F)F,-2%,-21%,3%,1%
O=C(COC(=O)/C=C/c1ccccc1)NC(=O)NC1CCCCC1,0%,-4%,2%,8%
O=C(CSc1nc2ccccc2c(=O)n1CCCN1CCOCC1)Nc1ccc(F)c(Cl)c1,-1%,-12%,-23%,-4%
C#CCOCCOCCOCCNc1nc(N2CCN(C(=O)[C@H](CO)n3cc([C@@H](N)C(C)C)nn3)CC2)nc(N2CCN(C(=O)[C@H](CCCCN)n3cc([C@@H](N)[C@H](C)CC)nn3)CC2)n1,0%,0%,6%,0%
O=C(COC(=O)CNC(=O)c1ccccc1Cl)NC1CCCC1,4%,-5%,3%,6%
CC(=O)c1ccc(S(=O)(=O)Nc2ccc(Cl)c(S(=O)(=O)N3CCCC3)c2)cc1,3%,-19%,1%,8%
CC[C@@]1(C(=O)OC)N[C@H](CN(C)C(=O)c2ccc(C(C)(C)C)cc2)[C@@H]2C(=O)N(Cc3ccccc3)C(=O)[C@@H]21,-8%,10%,5%,-2%
O=C(COC(=O)CNC(=O)C1CCCCC1)Nc1ccc(F)c([N+](=O)[O-])c1,0%,-7%,15%,-2%
CCCCCCC[C@@H](C/C=C/CCC(=O)N(C)C/C(=C/Cl)C/C(=C\C(=O)N1C[C@H](O)CC1=O)OC)OC,-11%,-11%,u,-2%
CCN(C(=O)CSc1cccc[n+]1[O-])C1CCCCC1,0%,-16%,22%,5%
Cc1cc(C)n(-c2ccc(C(=O)OCC(=O)Nc3ccc(S(N)(=O)=O)cc3)cc2)n1,2%,-17%,1%,-2%
Cc1noc(C)c1NC(=O)N(C)C[C@H]1Oc2ccc(NC(=O)Nc3ccc4c(c3)OCO4)cc2C(=O)N([C@H](C)CO)C[C@@H]1C,-2%,2%,2%,1%

# The results go on:
Molecule,ELG1 genotox,BRCA1 expr up,uPA generation,p53 reactivation
Cc1ccc(NC(=O)C(C)Sc2nnc3ccccn23)cc1 (configuration not stated),7%,78%,2%,8%
O=C(COC(=O)c1n[nH]c2ccccc12)NCCc1ccccc1,0%,-29%,8%,-1%
O=C(COC(=O)c1ccc(F)c(S(=O)(=O)N2CCOCC2)c1)NCc1ccc2c(c1)OCO2,-1%,10%,-5%,5%
C[C@@H]1CCCCCCCCC(=O)OCCN(C(=O)OC(C)(C)C)[C@H](C)CCCCCCCCC(=O)OCCN1C(=O)OC(C)(C)C,2%,0%,4%,3%
NS(=O)(=O)c1cccc(NC(=O)CN2CCN(S(=O)(=O)c3ccc4c(c3)OCCO4)CC2)c1,10%,-23%,-1%,-7%
CCOC(=O)c1c(C)[nH]c(C(=O)COc2ccc3ccc(=O)oc3c2)c1C,-1%,10%,-1%,4%
O=C(COc1ccccc1F)NCCc1ccc2c(c1)OCCO2,1%,28%,1%,21%
CCCN1C(=O)CC(=O)N=C1SCC(=O)Nc1ccccc1F,-1%,-4%,3%,2%
CSCC[C@H](NC(=O)c1cccc(S(=O)(=O)N2CCCCCC2)c1)c1nc2ccccc2[nH]1,-5%,-71%,-15%,6%
CC(=O)c1c(C)[nH]c(C(=O)NNC(=O)c2ccc(C)cc2)c1C,1%,3%,u,-7%
COc1ccc(S(=O)(=O)N(C)C[C@H]2Oc3c(NC(=O)NC4CCCCC4)cccc3C(=O)N([C@H](C)CO)C[C@@H]2C)cc1,0%,-2%,7%,-7%
CC(C)N(Cc1ccccc1)C(=O)CN1c2cccc3cccc(c23)S1(=O)=O,-9%,-15%,-2%,-16%
O=C(NCCc1ccccn1)c1c(-c2ccsc2)sc2ccccc12,-4%,-40%,-19%,u
CN(c1ccccc1)S(=O)(=O)c1cc(C(=O)N2CCN(c3ncccn3)CC2)ccc1Cl,-4%,-22%,-6%,-1%
CCOC(=O)C1CCCN(C(=O)COc2ccc(S(=O)(=O)N3CCOCC3)cc2)C1 (configuration not stated),0%,-16%,-5%,1%
O=C(NCCN1CCOCC1)c1ccc(S(=O)(=O)Nc2ccccc2)cc1,-1%,5%,15%,0%
COc1ccc(Cl)cc1NC(=O)CN(C)C(=O)c1cccc2cccnc12,-2%,-12%,4%,-8%
Cc1cc(C)n2nc(C(=O)Nc3cc(S(=O)(=O)N4CCCCC4)ccc3C)nc2n1,3%,-30%,3%,-7%
C=C[C@H](CC(C)C)N(Cc1ccccc1)S(=O)(=O)N(Cc1ccccc1)[C@@H](C=C)CC(C)C,-2%,10%,0%,3%
CN(C)C(=O)CCc1ccc2c3c([nH]c2c1)[C@]1(CCc2ccccc2)[C@@H](C(=O)N2CCCCC2)C[C@H](CC(=O)NCc2cccc(C(F)(F)F)c2)C(=O)N1CC3,-2%,3%,1%,-1%

# Next compounds follow.
Molecule,ELG1 genotox,BRCA1 expr up,uPA generation,p53 reactivation
C[C@H](CO)N1C[C@H](C)[C@@H](CN(C)Cc2ccc(Oc3ccccc3)cc2)Oc2c(NS(=O)(=O)c3cn(C)cn3)cccc2C1=O,2%,-20%,-1%,-3%
CCN(CC)c1ccc(NC(=O)COc2ccc(-n3cnnn3)cc2)cc1,1%,-22%,0%,-4%
C=CCC[C@@H](Cc1ccc(F)cc1)C(=O)OC[C@@H](Cc1c[nH]c2ccccc12)NC(=O)[C@H](CC=C)CC(=O)N[C@H](CO)Cc1ccccc1,9%,-46%,-14%,-4%
CC(=O)O[C@H]1[C@H](O)[C@H](Oc2c(O)c(C)c3c4c2[C@@H](C)CC[C@@H]4[C@@H](C)C[C@H]3C=C(C)C)O[C@@H](C)[C@H]1O,-5%,12%,8%,-27%
CN(C(=O)COC(=O)Cc1ccc(Cl)cc1)C1CCCCC1,2%,4%,2%,0%
CC(C)(C)OC(=O)N[C@@H](Cc1ccccc1)C(=O)N[C@@H](CO)[C@H](O)[C@@H]1C[C@@H]1C(=O)NC1CCCCC1,0%,-10%,7%,-2%
CCOC(=O)c1c(C)[nH]c(C)c1C(=O)COC(=O)CSc1ccc(C)cc1,2%,-10%,-22%,-2%
CCn1nc(C(=O)NNS(=O)(=O)c2cc(/C=C/C(=O)O)cc(OC)c2OC)c2ccccc2c1=O,-2%,-14%,-2%,-7%
O=C(CCCOc1ccccc1)NNC(=O)c1ccncc1,0%,-1%,1%,4%
Cn1cccc1C(=O)OCC(=O)NCCc1ccccc1,13%,63%,17%,-1%
CC(C)(C)[C@H]1COC(=O)[C@@H](Cc2ccc(F)cc2)CC/C=C/C[C@@H](CC(=O)N[C@H](CO)Cc2ccccc2)C(=O)N1,-8%,-12%,0%,4%
CCOc1ccccc1NC(=O)C(c1ccccc1)N1CCN(CC(=O)N2CCCC2)CC1 (configuration not stated),-1%,-19%,-2%,-5%
O=C(C[C@H]1C[C@H](C(=O)N2CCCCC2)[C@@]2(CCc3ccccc3)c3[nH]c4ccc(Cl)cc4c3CCN2C1=O)NCCN1CCOCC1,6%,12%,0%,-1%
Cc1noc(C)c1NC(=O)Nc1cccc2c1O[C@H](CN(C)S(=O)(=O)c1ccccc1)[C@@H](C)CN([C@H](C)CO)C2=O,5%,2%,12%,-11%
C[C@H](CO)N1C[C@H](C)[C@@H](CN(C)Cc2ccc(Oc3ccccc3)cc2)Oc2ccc(NC(=O)Cn3cnnn3)cc2C1=O,-1%,8%,6%,-6%
C=CCCN([C@H](CO)Cc1ccccc1)S(=O)(=O)c1ccccc1Br,9%,35%,-19%,29%

# Four of these compounds in another layout.
# Results follow in this order: ELG1 genotox	BRCA1 expr up	uPA generation	p53 reactivation
CC(C)(C)[C@H]1COC(=O)[C@@H](Cc2ccc(F)cc2)CC/C=C/C[C@@H](CC(=O)N[C@H](CO)Cc2ccccc2)C(=O)N1
→ -8%	-12%	0%	4%
CCOC(=O)c1c(C)[nH]c(C)c1C(=O)COC(=O)CSc1ccc(C)cc1
→ 2%	-10%	-22%	-2%
CN(C(=O)COC(=O)Cc1ccc(Cl)cc1)C1CCCCC1
→ 2%	4%	2%	0%
CC(C)(C)OC(=O)N[C@@H](Cc1ccccc1)C(=O)N[C@@H](CO)[C@H](O)[C@@H]1C[C@@H]1C(=O)NC1CCCCC1
→ 0%	-10%	7%	-2%

# An excerpt, so the mix of outcomes need not match the whole.
